Assay outcomes: PubChem BioAssay, several laboratories
TcdB inh – TcdB glycohydrolase inhibitors, primary screen, biochemical, single point, plate reader | Toxin B (Clostridioides difficile), P18177 | TcdB glycohydrolase enzymatic assay | inhibition, % at 9.99 µM | hit rate 0.24% among 350,000 | AID 652162, 2013; in the data active = inhibition above about 10%
Target sequence (P18177 whole entry, looked up): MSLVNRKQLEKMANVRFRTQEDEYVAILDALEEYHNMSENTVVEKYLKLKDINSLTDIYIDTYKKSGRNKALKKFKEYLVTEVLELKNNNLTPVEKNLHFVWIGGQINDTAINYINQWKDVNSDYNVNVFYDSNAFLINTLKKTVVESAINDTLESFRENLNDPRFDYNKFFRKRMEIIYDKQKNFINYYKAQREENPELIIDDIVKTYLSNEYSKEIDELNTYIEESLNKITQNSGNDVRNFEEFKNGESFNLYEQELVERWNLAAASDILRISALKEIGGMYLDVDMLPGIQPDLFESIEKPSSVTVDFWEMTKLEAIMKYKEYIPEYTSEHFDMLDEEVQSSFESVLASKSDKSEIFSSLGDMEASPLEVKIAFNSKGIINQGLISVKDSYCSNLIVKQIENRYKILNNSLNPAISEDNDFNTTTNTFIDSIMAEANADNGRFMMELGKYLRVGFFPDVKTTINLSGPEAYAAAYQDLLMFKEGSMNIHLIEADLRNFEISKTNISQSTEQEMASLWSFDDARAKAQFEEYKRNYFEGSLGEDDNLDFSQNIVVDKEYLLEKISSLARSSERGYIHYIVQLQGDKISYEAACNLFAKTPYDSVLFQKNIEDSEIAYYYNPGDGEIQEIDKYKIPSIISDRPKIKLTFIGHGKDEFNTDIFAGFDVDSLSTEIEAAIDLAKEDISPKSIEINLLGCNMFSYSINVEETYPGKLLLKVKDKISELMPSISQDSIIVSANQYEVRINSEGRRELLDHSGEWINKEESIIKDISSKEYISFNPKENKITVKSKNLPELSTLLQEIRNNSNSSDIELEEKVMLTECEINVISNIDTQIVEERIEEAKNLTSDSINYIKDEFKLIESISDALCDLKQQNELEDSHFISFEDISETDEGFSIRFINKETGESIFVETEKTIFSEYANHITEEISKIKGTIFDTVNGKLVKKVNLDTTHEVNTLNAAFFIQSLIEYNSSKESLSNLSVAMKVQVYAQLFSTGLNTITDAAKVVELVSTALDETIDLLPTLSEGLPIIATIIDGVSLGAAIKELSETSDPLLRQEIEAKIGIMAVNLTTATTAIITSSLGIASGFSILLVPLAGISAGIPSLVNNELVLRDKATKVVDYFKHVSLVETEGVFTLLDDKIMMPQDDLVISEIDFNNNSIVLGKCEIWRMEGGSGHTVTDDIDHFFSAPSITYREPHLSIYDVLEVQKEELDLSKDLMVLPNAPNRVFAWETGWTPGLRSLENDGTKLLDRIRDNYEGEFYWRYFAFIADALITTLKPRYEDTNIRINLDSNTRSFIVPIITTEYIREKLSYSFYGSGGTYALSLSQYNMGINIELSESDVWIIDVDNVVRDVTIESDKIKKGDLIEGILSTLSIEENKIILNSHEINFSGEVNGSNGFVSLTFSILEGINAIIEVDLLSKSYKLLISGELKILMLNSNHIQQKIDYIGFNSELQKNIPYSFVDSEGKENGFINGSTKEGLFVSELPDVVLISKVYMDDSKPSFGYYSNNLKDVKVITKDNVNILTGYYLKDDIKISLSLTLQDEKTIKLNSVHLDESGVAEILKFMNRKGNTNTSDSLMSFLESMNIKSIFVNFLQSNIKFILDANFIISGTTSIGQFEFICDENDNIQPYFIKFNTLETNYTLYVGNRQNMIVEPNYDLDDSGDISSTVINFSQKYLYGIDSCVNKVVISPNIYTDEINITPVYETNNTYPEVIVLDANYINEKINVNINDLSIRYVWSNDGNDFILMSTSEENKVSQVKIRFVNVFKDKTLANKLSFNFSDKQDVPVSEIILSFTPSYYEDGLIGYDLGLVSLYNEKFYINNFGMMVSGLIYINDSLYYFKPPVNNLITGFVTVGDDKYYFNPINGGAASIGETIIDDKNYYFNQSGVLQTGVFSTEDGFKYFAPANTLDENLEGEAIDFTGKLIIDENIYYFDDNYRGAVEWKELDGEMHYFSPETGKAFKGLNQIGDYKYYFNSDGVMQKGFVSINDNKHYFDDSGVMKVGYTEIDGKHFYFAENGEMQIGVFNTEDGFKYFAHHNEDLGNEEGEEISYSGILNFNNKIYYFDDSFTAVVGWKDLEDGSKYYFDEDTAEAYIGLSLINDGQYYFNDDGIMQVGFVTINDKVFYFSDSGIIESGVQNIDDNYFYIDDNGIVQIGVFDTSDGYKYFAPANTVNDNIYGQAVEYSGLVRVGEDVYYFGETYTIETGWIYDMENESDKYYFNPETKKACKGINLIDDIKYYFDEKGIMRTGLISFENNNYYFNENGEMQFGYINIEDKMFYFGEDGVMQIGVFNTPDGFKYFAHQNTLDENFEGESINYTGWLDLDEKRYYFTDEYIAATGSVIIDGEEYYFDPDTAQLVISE
Y pestis TopoI – Yersinia pestis topoisomerase I inhibitors, primary screen, biochemical, cleavage product accumulation, plate reader, single point; DNA topoisomerase I (Yersinia pestis CO92); AID 504884, 2011; activity, % at 10 µM; hit rate 0.064% among 360,000; Y. pestis Topo-I cleavage product accumulation; in the data active = activity above about 50%, passing the limit was not always enough; inconclusive = no clear call, values can overlap the other calls; also: inactives centre near 2
BH1578 lux ind – inducers of Vibrio cholerae quorum light production without autoinducers, primary screen, BH1578 luxS cqsA deficient, single point; V. cholerae BH1578 lux reporter, luminescence, 6 h; hit rate 0.16% among 350,000; activation, % at 18.7 µM; in the data active = activation mostly above about 9.7%, no sharp cut-off; inconclusive = no clear call, values can overlap the other calls; inactive = mostly below about 3.7%; also: not every result past the cut was called active; inactives centre near 0; reference of the scale not given here
PfHsp40 rescue – rescue of yeast from PfHsp40 toxicity, primary screen, S. cerevisiae, ATP luminescence; S. cerevisiae expressing PfHsp40, growth rescue; growth rescue, % at 12.5 µM; hit rate 0.68% among 340,000; in the data active = growth rescue above about 28%, passing the limit was not always enough; inconclusive = no clear call, values can overlap the other calls;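 also: yeast W303a lacking pdr1 and pdr3 grown in galactose medium; growth measured after three days at 30 °C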
PrPC TRFRET – inhibitors of human cell surface prion protein PrPC, primary screen, cell-based, TR-FRET; AID 720596, 2013; hit rate 0.43% among 370,000; Major prion protein (Homo sapiens), P04156; inhibition, % at 13.8 µM; TR-FRET read-out; in the data active = inhibition above about 24%; also: 0% = median of the test wells and 100% = reference compound wells
3CLpro inhibitor – SARS-CoV 3CLpro protease inhibitors, primary screen, biochemical, quenched FRET; Replicase polyprotein 1ab (Severe acute respiratory syndrome coronavirus), P0C6X7; inhibition, % at 6 µM; recombinant SARS-CoV 3CLpro, quenched FRET peptide cleavage; hit rate 0.14% among 290,000; in the data active = inhibition above about 12%
Anthrax LF inh2 – Bacillus anthracis LF protease inhibitors, primary screen, biochemical, multiplex microsphere, MLPCN library | hit rate 0.12% among 360,000 | multiplex microsphere protease cleavage assay | inhibition, % at 10 µM; also: plate controls were buffer without enzyme for full effect and enzyme alone for no effect
SSB-PriA inh – inhibitors of Klebsiella pneumoniae PriA binding to SSB C-terminal tail, primary screen, biochemical, AlphaScreen; AlphaScreen SSBct-PriA binding, biotinylated peptide; AID 1272365, 2023; hit rate 0.6% among 430,000; inhibition, % at 33 µM; in the data active = inhibition mostly above about 37%, no sharp cut-off; inactive = mostly below about 20%;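 also: plate controls were negative control peptide for no effect and reference peptide for full effect; strong numbers were not always called active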
BoNT A protease – BoNT/A light chain protease inhibitors, primary screen, biochemical, flow cytometry, MLPCN library; Botulinum neurotoxin type A light chain protease (Clostridium botulinum A str. ATCC 3502); multiplex microsphere protease substrate cleavage; inhibition, % at 10 µM; hit rate 0.17% among 360,000; AID 588499, 2011; also: plate controls were buffer without enzyme for full effect and enzyme alone for no effect
Numbers without * were called inactive; i = inactive; ? = inconclusive; . = not tested or not shown; & = joins results of further samples. Rule as the data show it, unless noted: active = inhibition above about 30%; inconclusive = no clear call, values can overlap the other calls; inactive = below that. The list is partial; count on the stated rates, not on these rows.

The line under a structure holds: TcdB inh, Y pestis TopoI, BH1578 lux ind, PfHsp40 rescue, PrPC TRFRET, 3CLpro inhibitor, Anthrax LF inh2, SSB-PriA inh, BoNT A protease
CCCCN1CC(O)=C(c2nc3ccccc3[nH]2)C1=N
    ., -1, 0.8, -0.3, 0, 1, -1, 6, 0.5
CCc1ccccc1-n1nnc(-c2ccccc2)n1
    0.0, -4, 0.5, -1.1, 0, 0, 1, -13, -3.8
Cc1cccc(C(=O)NCCC(=O)Nc2ccc(F)c([N+](=O)[O-])c2)c1
    -2.1, -9, -0.7, -0.2, -28, -2, -3, -2, -6.4
CN(C)CCCNC(=O)c1cc2sc3ccccc3c2s1
    3.5, -12, -0.2, -2.2, -14, 0, -1, 10, -0.2
NC(=O)c1c(NC(=O)CSc2nc3c(c(C(F)(F)F)n2)CCc2ccccc2-3)sc2c1CCCC2
    1.6, -3, i, 1.0, ., -3, -3, -1, -0.3
N#Cc1ccc(CN2CCN(C(=O)c3ccccc3)CC2)c(Cl)c1
    ., 1, -2.1, -0.6, 4, -1, -4, -12, ?
Cn1nnnc1NN=Cc1ccccc1
    1.6, -2, i, ., -7, ., 5, ., 0.0
COc1ccc(N2CC(O)(c3ccc(F)cc3)[N+]3=C2CCCC3)cc1 (stereo unspecified)
    1.4, 7, -0.3, 0.9, -2, -4, 2, 0, -0.4
CCOc1ccc(N/C(C)=C/C(=O)c2ccc3c(c2)OCCO3)cc1
    0.4, 27, i, -0.1, 7, 6, -9, ., ?
Cc1ccc(NC(=O)Cn2c(=O)ccn(Cc3ccccc3)c2=O)cc1S(=O)(=O)N1CCOCC1
    0.8, 22, -1.3, -0.4, -1, ., -4, -10, -1.6
CCOC(=O)C1(C)CCCCCN1C(=O)c1ccc(C(=O)OC)cc1 (stereo unspecified)
    0.5, -1, -0.4, ., -13, ., 2, ., -0.2
CC/C(=N\NS(=O)(=O)c1ccc(C)cc1)c1ccco1
    -0.6, 8, 1.2, -1.6, -1, 3, -14, ., -0.4
O=C1C=C2C=C[C@@H]3CC2(O1)[C@H]1CCCCN31
    1.7, 2, 3.6, 0.0, 7, ., -4, -10, -0.1
COc1ccc(CN(C(C)=O)c2cc(C)c([N+](=O)[O-])cc2OC)cc1OC
    2.9, -3, -0.3, ., 3, ., -4, ., -0.1
CCN1CCN(CC#CCOc2ccccc2OC)CC1
    -0.7, 7, 3.1, 0.8, -1, -6, -21, -2, 0.0
CC(Oc1ccccc1)C(=O)N1CCN(C(=O)C(C)Oc2ccccc2)CC1 (stereo unspecified)
    -1.8, -7, i, -1.3, 4, -1, -4, -7, 1.7
N#C/C(=C\C1CC=CCC1)c1nc2ccccc2[nH]1 (stereo unspecified)
    ., -10, ., -0.6, 3, 0, 14, -10, 1.6
COc1ccc(S(=O)(=O)N2CCC(N3CCCC3)CC2)cc1
    0.7, 3, -0.8, -0.1, -1, 6, -1, 6, -3.0
Cc1ccc(C)c(NC(=O)CSc2nnc3n2CCCCC3)c1
    0.3, -4, -0.3, -0.3, 9, -1, 0, -4, -0.4
FC(F)(F)c1cc(Cl)c2nc(-c3ccc(Cl)cc3)c(Cc3ccccc3)n2c1
    1.1, ., ., ., 11, ., 2, ., 1.4

2 of the compounds above, as labelled records:
Compound: N#Cc1ccc(CN2CCN(C(=O)c3ccccc3)CC2)c(Cl)c1
  TcdB inh = .; Y pestis TopoI = 1; BH1578 lux ind = -2.1; PfHsp40 rescue = -0.6; PrPC TRFRET = 4; 3CLpro inhibitor = -1; Anthrax LF inh2 = -4; SSB-PriA inh = -12; BoNT A protease = ?

Compound: Cn1nnnc1NN=Cc1ccccc1
  TcdB inh = 1.6; Y pestis TopoI = -2; BH1578 lux ind = i; PfHsp40 rescue = .; PrPC TRFRET = -7; 3CLpro inhibitor = .; Anthrax LF inh2 = 5; SSB-PriA inh = .; BoNT A protease = 0.0

Continued:
The line under a structure holds: TcdB inh, Y pestis TopoI, BH1578 lux ind, PfHsp40 rescue, PrPC TRFRET, 3CLpro inhibitor, Anthrax LF inh2, SSB-PriA inh, BoNT A protease
C=C1CCC[C@]2(C)C[C@H]3OC(=O)C(CNCC(C)C)[C@H]3CC12 (stereo partly specified)
    1.0, 2, i, 1.9, -2, -2, -8, -7, -3.3
O=C(NCc1csc2ccc(Cl)cc12)Nc1ccccc1
    1.6, 4, -0.6, -1.3, 2, 2, ., -13, .
Cc1cc(N2C(=O)C3CCCN3C2c2ccc(Cl)c(Cl)c2)no1 (stereo unspecified)
    ., -2, -17, -0.4, -4, -13, -2, -20, 0.3
Cc1nc(N2CCOCC2)c2c(C)c(C(=O)Nc3ccc(C(F)(F)F)cc3)sc2n1
    0.7, 23, -0.2, 14, -5, -2, -7, -24, -0.4
O=C(CSc1nnc(-c2ccncc2)n1Cc1ccco1)OC1CCCCC1
    1.6, 14, -0.2, 0.0, ., 6, -3, -4, -0.2
O=C(O)CNS(=O)(=O)c1ccc(F)cc1
    ., 3, -0.3, 0.4, 2, -2, 1, -13&1, 0.0
CC1(C(=O)Nc2ccc(F)c(Cl)c2)Cc2c(-c3cccc(C(F)(F)F)c3)ccnc2O1 (stereo unspecified)
    -0.4, 5, i, ., 8, ., 4, ., 0.2
CCCCn1nnnc1C(c1ccccc1)N1CCN(C(C)=O)CC1 (stereo unspecified)
    -0.3, ., ., ., 3, ., 1, ., 0.3
CN(C)S(=O)(=O)c1cccc(NC(=O)CCSc2ccc(Cl)cc2)c1
    0.4, 5, -0.7, 1.0, 6, 2, 0, -20, -0.4
COCCN(C(=O)c1ccccc1F)c1nnc(-c2ccc(OC)cc2)s1
    0.4, 37, i, 3.0, 0, -1, 6, -22, 2.1
Cc1cccc(NC(=S)NC(NC(=O)c2ccco2)C(Cl)(Cl)Cl)c1 (stereo unspecified)
    ., -14, -0.9, 2.6, -2, 1, -1, 2, 0.3
COCCCNc1nc2c(-c3ccc(C)cc3)nnn2c2ccccc12
    0.7, 2, -0.5, -0.7, -10, 4, -2, 1, -2.8
Cc1ccc(C2CC(C(F)(F)F)n3ncc(C(=O)NCc4ccco4)c3N2)cc1 (stereo unspecified)
    ., 8, i, 3.3, 9, 0, ?, 13, ?
Cn1cccc1Cc1nnc(SCC(=O)NCCc2ccccc2)n1-c1ccc(F)cc1
    -5.3, 15, -0.2, 1.0, 5, 2, -4, 7, -0.6
O=C(OCCN1CCOCC1)c1cccnc1
    0.3&0.5, 0&8, -0.3&-2.2, 1.1&0.0, -5, -2&-5, -5&6, 6, -0.1&0.3
COc1ccc(CNC(=O)c2cc(C(=O)C3CC3)c[nH]2)cc1
    1.6, -3, i, 0.3, -4, -7, -2, 0, -2.6
O=C1C(Cc2ccccc2)Nc2ncnc(N3CCCCC3)c2N1Cc1ccc(Cl)cc1 (stereo unspecified)
    ., 6, i, 0.4, ., ., 4, 5, -0.1
COCCc1ccc(OCC(O)CNC(C)C)cc1 (stereo unspecified)
    0.9&1.1, -4&-6&-2, 8.3&-3.8, 1.0&-1.8&0.1, 7&2, 5, 2&-8&-3, 4, 0.0&-2.1&-0.2
COc1ccc(CNC(=O)CS(=O)(=O)Cc2nc(-c3cccc(OC)c3)oc2C)cc1
    0.9, 25, i, -0.1, -9, 3, 3, 4, 0.3
O=C1CC(c2ccco2)CC2=C1C(c1ccccc1)n1nc(C(F)(F)F)nc1N2 (stereo unspecified)
    ., -6, 0.0, -0.6, 19, 0, -3, 12, 0.4
Cn1c(COc2ccc3ccccc3c2)nnc1SCC(=O)O
    ., -9, 1.3, -0.5, -7, -1, 2, -13, -0.8
C=CCc1cccc2cc(C(=O)N3CCOCC3)c(=O)oc12
    0.9, 3, -0.8, -1.0, 5, -2, 19, -18, 1.8
COc1ccc(N/N=C(C)/C(=N/O)C(=O)Nc2ccccc2)cc1
    1.0, -15, -0.2, -1.6, -4, 0, -7, ., 0.2
Cc1ccc(-n2nnnc2-c2nc3ccccc3s2)cc1
    ., 10, -0.3, 0.0, -2, 4, 0, 0, -0.5
CCCc1nnc(NC(=O)CCC(=O)N2CCN(c3nc(C)cc(C)n3)CC2)s1
    1.2, -5, -0.4, 0.0, 6, -2, 0, -6, -4.4
O=C(NCCc1ccccc1)C1CCCN(c2cnccn2)C1 (stereo unspecified)
    -0.4, 0, 2.6, -1.0, -3, 0, -1, -7, 1.2
CCOC(=O)c1ccc(N=C2NC(=O)CS2)cc1
    ., -8, 2.5, 0.0, 9, -3, -2, -28, -1.6
CC(C)[C@@H](NC(=O)C1CCC(CNC(=O)[C@H](Cc2ccccc2)NC(=O)OC(C)(C)C)CC1)C(=O)O (stereo partly specified)
    0.7, 0, i, -1.2, 3, -3, 6, 3, -2.0
Cc1ccc(NC(=O)COC(=O)COc2ccc(Cl)cc2C)c([N+](=O)[O-])c1
    ., 8, -0.4, 0.5, -11, 3, -2, 6, -1.1
COC(=O)c1ccc(COC(=O)CSCC(=O)Nc2ccc(C)cc2C)cc1
    0.1, 29, -1.4, -2.0, 11, ., ?, -1, -2.0
Cc1cccc(C)c1NC(=O)CN1CCN(c2ccc(C(F)(F)F)cn2)CC1
    -1.0, ., ., ., 0, ., 2, ., -0.4
Cc1ccc(S(=O)(=O)N2[C@@H](c3ccc(Cl)cc3)C(C(=O)OC(C)(C)C)=CC[C@H]2c2ccc(Cl)c(Cl)c2)cc1
    -8.1, ., ., ., 2, ., 2, ., 0.9
Cc1cccc2cc(C#N)c(SCC(=O)N3CC(=O)Nc4ccccc43)nc12
    ., 4, i, -0.1, 29*, 1, 1, -6, 1.4
O=C1/C(=C/c2ccncc2)N2CCC1CC2
    0.2, -11, 0.4, -0.2, 9, 1, ., -13, .
O=C(Nc1ccc(F)cc1F)c1cccnc1
    ., 5, -0.3, 0.0, 2, 3, -1, -19, 0.1
CCn1c(SCCN2CCCCC2)nnc1-c1ccc(S(=O)(=O)N2CCOCC2)cc1
    ., -10, -2.9, -0.1, 2, -6, 1, -1, -0.3
COc1ccc(Cl)cc1-c1nc(SCC(=O)NC2CCCC2)n[nH]1
    2.4, 25, i, -0.2, -5, ., -6, -4, -0.4
COc1cc(CNC(C)c2ccccc2)cc(Br)c1OCc1ccc(F)cc1 (stereo unspecified)
    0.8, 11, 0.4, 1.0, 3, 2, -8, -84, -1.1
O=C(O)c1ccccc1-c1ccccc1C(=O)Nc1ccc2c(c1)CCC2
    -1.4, 0, i, 0.0, 6, 6, -3, -14, 0.7
CCSc1nnc(Cc2cc(=O)[nH]c(=O)[nH]2)n1-c1ccc(F)cc1
    -1.2, 2, -0.3, 1.6, 10, 2, 8, -7, 0.3
Oc1ccccc1CNc1nccs1
    1.3, 0, -0.6, -1.1, 6, -4, -2, 1, -1.0
CCCOc1ccc(Cc2c(O)nc(SC)[nH]c2=O)cc1
    -0.9, 8, 0.4, 0.9, -3, -3, -4, 3, -1.9
CCCCCCN1CCN(C2CN(CCCC)S(=O)(=O)C2)CC1 (stereo unspecified)
    1.1, ., ., ., -3, ., -6, ., -0.2

Two neighbouring entries already listed, quoted:
The line under a structure holds: TcdB inh, Y pestis TopoI, BH1578 lux ind, PfHsp40 rescue, PrPC TRFRET, 3CLpro inhibitor, Anthrax LF inh2, SSB-PriA inh, BoNT A protease
CCCCN1CC(O)=C(c2nc3ccccc3[nH]2)C1=N
    ., -1, 0.8, -0.3, 0, 1, -1, 6, 0.5
CCc1ccccc1-n1nnc(-c2ccccc2)n1
    0.0, -4, 0.5, -1.1, 0, 0, 1, -13, -3.8
